Mm-Cpn inhibitor: inhibitors of Methanococcus maripaludis chaperonin (MmCpn). purified Mm-Cpn ATPase, ADP Transcreener TR-FRET. Potency, µM (doses to about 76.9 µM), for the others: top-dose activity, negative = inhibition, most hits filed as inhibitors. AID 504842. 330,000 tested, 0.031% active; note: potency is the fitted concentration of half-maximal effect; % is set by controls: 0 for no effect and ±100 for the full control effect; nearly all actives have a fitted effect of over 80% in size
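TR-FRET (320 nm excitation; 590 and 665 nm emission) reports ADP made from 10 uM ATP by 25 nM enzyme; compounds were preincubated 10 min, reaction run 30 min, both at 37°C.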
PTHR1 agonist: agonists of human PTHR1 parathyroid hormone receptor. 410,000 tested, 0.075% active. Q03431. Potency, µM (top dose mostly 115 µM), inactives show at the top dose activation, most hits filed as activators. AID 743266. HEK293 GP2 PTHR1 cells, GloSensor cAMP luminescence, 1 h; note: potency is the fitted concentration of half-maximal effect; nearly all actives have a fitted effect of over 55% in size; some results filed as inactive show a strong effect at the top dose; inactives centre near -15; many of its hits are not listed in these tables
Target sequence (Q03431 whole entry, looked up): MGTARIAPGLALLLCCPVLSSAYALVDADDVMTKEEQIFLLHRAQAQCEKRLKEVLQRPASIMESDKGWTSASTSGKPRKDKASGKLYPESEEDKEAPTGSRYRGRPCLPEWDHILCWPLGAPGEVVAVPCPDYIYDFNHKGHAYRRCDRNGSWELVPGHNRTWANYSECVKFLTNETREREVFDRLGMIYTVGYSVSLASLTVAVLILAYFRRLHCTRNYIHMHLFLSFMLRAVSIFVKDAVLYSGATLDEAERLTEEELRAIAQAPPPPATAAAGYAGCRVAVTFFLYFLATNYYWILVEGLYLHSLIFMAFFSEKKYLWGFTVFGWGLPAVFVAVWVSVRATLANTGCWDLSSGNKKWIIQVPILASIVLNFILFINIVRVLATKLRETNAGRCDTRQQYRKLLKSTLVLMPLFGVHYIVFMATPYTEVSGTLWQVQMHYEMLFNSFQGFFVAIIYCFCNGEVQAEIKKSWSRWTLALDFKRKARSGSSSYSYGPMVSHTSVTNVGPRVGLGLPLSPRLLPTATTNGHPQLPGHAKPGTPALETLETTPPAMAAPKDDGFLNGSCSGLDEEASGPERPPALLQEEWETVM
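HEK-293-derived GP2 cells expressing PTHR1 and a GloSensor cAMP reporter, 3,000/well, plated overnight, given luciferin plus IBMX (each 0.5 mM as added) for 1 h at 37 °C, then compound for 1 h at 37 °C. Luminescence was read after 15 min at room temperature.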
GLP1R cytotox: cytotoxicity in counter-screen for GLP-1R inverse agonists | Potency, µM (top dose mostly 38.3 µM), inactives show top-dose activity change, negative = inhibition, hits mostly inhibitors | AID 624418 | 410,000 tested, 0.13% active | HEK293 cAMP-luciferase reporter cells, luminescence, 24 h;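 note: loss of luciferase light is scored as toxicity; potency is the fitted concentration of half-maximal effect; % is set by controls: 0 for no effect and ±100 for the full control effect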
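To flag toxic compounds, the library was rerun on cells for 24 hr at 37 deg C and 5% CO2. Viability-linked luminescence was captured 12 min after adding luciferase detection reagent.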
Abeta rescue: compounds reversing amyloid beta toxicity in yeast; yeast expressing A-beta42, growth rescue, OD600, 48 h; response scale: 0% DMSO, 100% iron-clioquinol control; Potency, µM (titrated, usually from 46.1 µM), for the others: at the highest dose growth rescue, hits mostly activators; AID 1347071; 410,000 tested, 0.063% active; note: potency is the fitted concentration of half-maximal effect; nearly all actives have a fitted effect of over 55% in size
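Yeast growth medium received pinned compounds, then yeast cells expressing toxic A-beta were added; plates incubated at 30 C for 48 hr. Growth read as absorbance at 600 nm, normalized to DMSO and equimolar FeCl3 plus clioquinol controls.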
TDP-43 yeast inh: TDP-43 toxicity inhibition in yeast. Potency, µM (highest dose often 46.1 µM), inactives show top-dose growth rescue (activation), usual class: activators. 410,000 tested, 1.8% active. TDP-43 expressing yeast growth rescue, BacTiter-Glo, 24 h; note: potency is the fitted concentration of half-maximal effect; % of control where 0% means no effect; nearly all actives have a fitted effect of over 50% in size
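Yeast cells expressing TDP-43 under galactose induction are exposed to compounds for 24 hr at 30 deg C. BacTiter-Glo luminescence measures growth, so protective compounds score as activators.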
FUS suppressor: rescues growth of FUS-expressing yeast; Potency, µM (titrated, usually from 76.6 µM), for inactives: top-dose growth rescue (activation), actives largely listed as activators; 390,000 tested, 0.24% active; S. cerevisiae FUS-expressing, growth rescue, OD600, 24 h;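 note: potency is the fitted concentration of half-maximal effect; plate controls were DMSO vehicle for no effect and reference control for full effect; nearly all actives have a fitted effect of over 55% in size; some results filed as inactive show a strong effect at the top dose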
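Toxicity suppression screen in FUS-yeast. Cells induced with 2% galactose, starting OD 0.005, treated 24hr at 30C with compounds at multiple final concentrations; growth by OD600.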
Akt phos inh: inhibitors of Akt phosphorylation. Neuro2A IGF-stimulated pAkt S473 HTRF, 20 min; hits give low values. activity change, % for hits at 50 µM. 360,000 tested, 0.32% active. AID 651550; in the data active = activity change below about -80%; inconclusive = mostly about -51% to -80%; note: % is set by controls: 0 for no effect and ±100 for the full control effect
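Neuro2A cells in DMEM with 0.5% FBS, overnight at 37 deg C, given compound at single 50 µM final, then IGF (6 nM final) for 20 min at 37 deg C. Lysed; phospho-Akt Ser473 by HTRF after 24 h, 665/615 ratio.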
aSyn rescue: inhibitors of alpha-synuclein toxicity in yeast; Potency, µM (top dose mostly 46.1 µM), for inactives: at the top dose growth rescue (activation), most hits filed as activators; 370,000 tested, 0.14% active; Yeast expressing alpha-synuclein, growth rescue, BacTiter-Glo, 24 h; AID 652106; note: potency is the fitted concentration of half-maximal effect; % of control where 0% means no effect; nearly all actives have a fitted effect of over 65% in size
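Galactose-induced alpha-syn yeast (OD600=0.02, raffinose-pregrown) + pinned cpd, 24 hr, 30 deg C; growth by BacTiter-Glo luminescence. Growth restoration scores as activation.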
GLP-1R inv ag: inverse agonists of human GLP-1 receptor; P43220; HEK293 GLP-1R CRE-luciferase, luminescence, 24 h; GLP-1R form is constitutively active; Potency, µM (series often up to 38.3 µM), for the others: at the top dose activity change, negative = inhibition, usual class: inhibitors; 410,000 tested, 1.6% active; AID 624417; note: potency is the fitted concentration of half-maximal effect; % is set by controls: 0 for no effect and ±100 for the full control effect; nearly all actives have a fitted effect of over 55% in size
Target sequence (P43220 whole entry, looked up): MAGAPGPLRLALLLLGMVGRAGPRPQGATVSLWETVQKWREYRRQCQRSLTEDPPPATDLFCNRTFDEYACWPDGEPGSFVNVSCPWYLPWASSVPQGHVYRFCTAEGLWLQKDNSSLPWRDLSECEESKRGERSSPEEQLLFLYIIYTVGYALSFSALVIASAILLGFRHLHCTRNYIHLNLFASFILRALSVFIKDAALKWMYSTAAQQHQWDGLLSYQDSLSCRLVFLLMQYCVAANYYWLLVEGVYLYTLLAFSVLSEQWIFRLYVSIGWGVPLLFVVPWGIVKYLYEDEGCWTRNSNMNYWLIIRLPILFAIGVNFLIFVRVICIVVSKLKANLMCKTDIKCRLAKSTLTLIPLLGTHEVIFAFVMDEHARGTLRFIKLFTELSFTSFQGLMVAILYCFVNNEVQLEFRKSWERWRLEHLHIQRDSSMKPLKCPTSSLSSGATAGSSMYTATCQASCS
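Using stably transfected HEK293 (constitutively active GLP-1R, cAMP-luciferase reporter), compounds were incubated 24 hr and luciferase measured by luminescence.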
Numbers without * were called inactive; i = inactive; ? = inconclusive; . = no result given; [ ] = another dose, or the depositor's remark. Unless noted, calls come from the whole dose curve; as a rule, active = well fitted curve in the direction sought with a large enough effect; inconclusive = small, poorly fitted or top-dose-only effect, or another doubt; inactive = no such curve, though single readings can be large; an effect the other way counts as inactive or inconclusive. Only part of the results is shown; rates above refer to the full screens.

structure,Mm-Cpn inhibitor,PTHR1 agonist,GLP1R cytotox,Abeta rescue,TDP-43 yeast inh,FUS suppressor,Akt phos inh,aSyn rescue,GLP-1R inv ag
COc1cccc(-n2nnc3c(=O)n(CC(=O)N4CCCc5ccccc54)cnc32)c1,1%,-13%[57.5 µM],5%,4%,-8%,7%,i,2%,0%
Cc1cccc(-n2cc(CN(C)Cc3nccn3C)c(-c3cccc(F)c3)n2)c1,0%,-52%[inhibitor],?,-17%,-25%,-23%,i,-4%,?
O=C(CSc1nnc(-c2ccccc2NC(=O)c2ccccc2)o1)OC1CCCCC1,.,-19%,9%,10%,3%,.,i,0%,-10%
CC(C)c1cc(C(=O)NC2CCCCC2)no1,-6%,-66%[inhibitor],-2%,10%,-11%,1%,i,7%,-2%
CC1C=CCC2C(=O)N(c3ccc(OC(=O)c4cccs4)cc3)C(=O)C12 (configuration not stated),-3%,27%,-17%,1%,6%,15%,i,0%,-17%
O=C(OCCN1C(=O)c2cccc3c(N4CCOCC4)ccc(c23)C1=O)c1ccccc1Cl,-15%,-16%,.,5%,15%,33%,i,9%,?
Cc1c(/C=C2\SC(=O)N(CC(=O)Nc3ccc4c(c3)OCO4)C2=O)c2ccccc2n1C,0%,-18%[57.5 µM],-8%,-7%,-11%,32%,i,2%,?
CCCCN1C(=O)C(=O)N(CC(=O)Nc2sc(C)c(CC)c2C(=O)OCC)C1=O,1%,-14%,-5%,13%,-19%,20%,i,15%,?
CSC12CCCN(CCC(C(C)(C)C)C1)C2=O (configuration not stated),.,10%,1%,-6%,18%,-19%,i,0%,12%
Cc1ccc(S(=O)(=O)N2CCCC2C(=O)NC2CCCCC2)cc1 (configuration not stated),-3%,-34%[inhibitor][57.5 µM],7%,10%,18%,9%,i,-1%,-1%
C[C@H]1COC(=O)[C@@H](CC(=O)OC(C)(C)C)C/C=C\C[C@@H](CC(=O)N[C@H](CO)Cc2ccccc2)C(=O)N1,-1%,-29%,0%,-2%,5%,-4%,i,-4%,7%
Cc1ccc(C(C(=O)NCc2ccco2)N(Cc2ccco2)C(=O)CNC(=O)c2ccco2)cc1 (configuration not stated),-1%,i,-7%,-46%[inhibitor],-4%,19%,i,7%,?
S=P(N1CC1)(N1CC1)N1CC1,2%,i,-9%,-12%,26%,-34%,i,2%,-28%
Cc1nnsc1C(=O)N1CCN(c2ccc(F)cc2)CC1,0%,i,5%,5%,14%,-7%,i,-1%,17%
N#C/C(C(=O)NCc1ccco1)=C1/SC=C(c2ccccc2)N1c1ccccc1,-10%,i,-5%,9%,19%,.,i,-9%,9%
Cc1ccc(-c2noc(CN3CCOCC3)n2)cc1,-1%,-16%[57.5 µM],-3%,3%,13%,-3%,i,1%,0%
O=C(O)c1cc(Cl)c(Cl)cc1C(=O)Nc1cccc2cccnc12,-1%,i,-25%,-10%,28%,-5%,i,-1%,10%
O=C(CN1CCC(Cc2ccccc2)CC1)Nc1ccc2c(c1)OCCO2,1%,-14%[57.5 µM],-17%,31%,3%,-1%,i,0%,?
CCOc1ccc(C(=O)Nc2ccc(-c3nc4cc(C(C)C)ccc4o3)cc2)cc1Cl,.,i,-10%,-7%,16%,-1%,.,.,-13%
CC1CCN(S(=O)(=O)c2cc(C(=O)NCc3ccccc3)n(C)c2)CC1,.,-22%,-5%,-10%,17%,39%,.,.,-2%

Remaining list, next part:
structure,Mm-Cpn inhibitor,PTHR1 agonist,GLP1R cytotox,Abeta rescue,TDP-43 yeast inh,FUS suppressor,Akt phos inh,aSyn rescue,GLP-1R inv ag
COc1cccc(NC(=O)Cn2cc(S(=O)(=O)Cc3ccccc3F)c3ccccc32)c1,.,-31%[inhibitor],-2%,-5%,8%,6%,.,.,?
CCc1noc(C)c1C(=O)Nc1ncc(C)s1,2%,i,3%,4%,-9%,-8%,i,20%,0%
CC(C)OC(=O)CC1C(=O)NCCN1C(=S)NC(=O)c1ccccc1Cl (configuration not stated),-1%,?,0%,-2%,-33%[inhibitor][0.397 µM],21%,i,-1%,-3%
COc1ccc(NS(=O)(=O)c2cccc(C(=O)NN=Cc3cc(Br)c(O)c(Br)c3)c2)cc1,0%,-17%,21%,2%,-23%,7%,i,-6%,3%
CCN1CCN(Cc2cc(=O)oc3ccc(C)cc23)CC1,0%,i,0%,6%,-19%,19%,i,-6%,-6%
COc1ccc(NC2=Nc3ccccc3N[C@@]23C[C@H]2CCCC(=O)N4CC[C@@H](C3)[C@@H]24)cc1,.,i,-1%,5%,15%,3%,i,1%,11%
COc1ccc(NC(=S)N2CCC(C(=O)c3ccc(Cl)cc3)CC2)cc1,.,-3%,2%,-7%,15%,-12%,i,3%,-9%
COC1CC(N)C2OC(c3ccccc3)OCC2O1 (configuration not stated),.,-23%,2%,-2%,11%,2%,i,3%,2%
Nc1ccc(-c2nc3c(Cl)cc(N)cc3[nH]2)cc1,?,-16%,-3%,-4%,-5%,.,i,6%,8%
CC(=O)c1ccc(-c2c(C)cc3oc(=O)cc(-c4ccccc4)c3c2C)cc1,2%,-24%,8%,-18%,25%,25%,i,-4%,?
CC1(C)C(CC2OCC(CN3CCCCC3)O2)[C@H]2CC[C@@H]1C2 (some centres not stated),3%,i,-8%,6%,1%,8%,i,0%,-6%
CCOc1ccc(C(=O)N/N=C/c2ccc(SC)cc2)cc1,0%,-45%[inhibitor],-5%,1%,-5%,.,i,-8%,17%
CCN(CC)C(=O)CS(=O)(=O)CC(=O)Nc1cc(OCCOC)c(Cl)cc1Cl,-7%,-6%,-3%,-5%,-13%,8%,i,1%,-19%
Cc1ccc(C)c(NC(=O)c2cc(-c3cc(C)ccc3O)n[nH]2)c1,4%,-26%,?,-5%,-14%,4%,i,-4%,?
COc1ccccc1NC(=S)N(CCCN(C)C)Cc1cc2cc3c(cc2[nH]c1=O)OCO3,0%,4%,3%,-14%,-7%,31%,i,-4%,?
NC(=O)c1ccccc1NS(=O)(=O)c1cccs1,-5%,-2%[57.5 µM],7%,-1%,-3%,9%,i,1%,-10%
O=C(COC(=O)Cc1ccc(F)cc1)NC1CCS(=O)(=O)C1 (configuration not stated),0%,2%,3%,6%,8%,2%,i,2%,3%
Oc1c(Cl)cc(Cl)cc1C=Nc1ccc2c(c1)OCCO2,-1%,-9%,4%,0%,-27%,14%,i,-1%,-1%
N#CC1=C(N)NC(SCC(=O)c2ccc(Cl)cc2)=C(C#N)C12CCCC2,-14%,-96%[inhibitor],56%[activator],12%,-10%,28%,i,0%,12%
CCOC(=O)[C@]12CCCC=C1N(Cc1ccccc1)C(=O)[C@H](CC(=O)NCc1cccc3ccccc13)C2,.,i,-8%,6%,6%,39%,i,7%,?

(more compounds)
structure,Mm-Cpn inhibitor,PTHR1 agonist,GLP1R cytotox,Abeta rescue,TDP-43 yeast inh,FUS suppressor,Akt phos inh,aSyn rescue,GLP-1R inv ag
CC(C)NC(=O)/C(=N\O)c1ccccc1,1%,i,5%,-9%,23%,-8%,i,-5%,0%
CC(C)COC(=O)c1ccc(N2C(=O)c3ccccc3C2=O)cc1,-3%,i,-15%,-13%,-15%,10%,i,-3%,13%
CC1(C(=O)NS(=O)(=O)c2cccc(F)c2)CCN1C(=O)C/C=C/c1ccccc1 (configuration not stated),.,-6%,21%,7%,-1%,-8%,i,8%,6%
CO/N=C/C(C(C)=O)C(=O)Nc1ccc(Cl)cc1Cl (configuration not stated),-3%,-22%,-7%,-2%,-11%,-9%,i,0%,1%
C=C1CCN([C@@H](C)C(=O)OCc2cccc(C)c2)S(=O)(=O)c2ccccc21,0%,-7%,1%,2%,0%,19%,i,3%,-27%
COCCCNc1nc(=S)[nH]c2cc(OC)c(OC)cc12,-5%,i,-2%,-11%,-13%,12%,i,-7%,1%
COc1cccc(NC(=S)NC(Cc2ccccc2)c2ccccc2)c1 (configuration not stated),.,-2%,?,?,11µM*,29%,i,27%,?
C/C(CC(=O)Nc1ccc(Cl)c(C(F)(F)F)c1)=N\NC(=O)c1cccc(O)c1,1%,i,-7%,-5%,19%,-5%,i,3%,?
Cc1ccc(/C=C/C(=O)Nc2ccccc2C(N)=O)o1,.,-19%,3%,1%,4%,3%,.,.,7%
CCCN(CCC)CC(O)Cn1cc(/C=C/C(=O)c2ccccc2)c2ccccc21 (configuration not stated),1%,-9%,-19%,-8%,0%,15%,i,2%,?
COc1ccc(CNC(=O)CC(C)n2nc(C)cc2C)cc1 (configuration not stated),.,i,-1%,1%,9%,-7%,.,.,8%
COc1cccc(-c2ccc(NC(=O)C3CCCN(Cc4cnn(C)c4C)C3)cc2)c1 (configuration not stated),-1%,-12%,20%,-14%,-2%,10%,i,8%,?
Cc1cc(NC(=O)CSc2nnc(-c3ccco3)o2)no1,.,i,1%,11%,3%,-6%,i,0%,20%
CC(C)(C)OC(=O)N1CCC(N2CCN(Cc3ccccc3)C(=O)C2=O)CC1,.,-50%[inhibitor],2%,-1%,-2%,3%,.,.,3%

Compounds above that contain a thiophene ring, fused or not (3):
structure,Mm-Cpn inhibitor,PTHR1 agonist,GLP1R cytotox,Abeta rescue,TDP-43 yeast inh,FUS suppressor,Akt phos inh,aSyn rescue,GLP-1R inv ag
CC1C=CCC2C(=O)N(c3ccc(OC(=O)c4cccs4)cc3)C(=O)C12 (configuration not stated),-3%,27%,-17%,1%,6%,15%,i,0%,-17%
CCCCN1C(=O)C(=O)N(CC(=O)Nc2sc(C)c(CC)c2C(=O)OCC)C1=O,1%,-14%,-5%,13%,-19%,20%,i,15%,?
NC(=O)c1ccccc1NS(=O)(=O)c1cccs1,-5%,-2%[57.5 µM],7%,-1%,-3%,9%,i,1%,-10%
